TNF death inh – inhibitors of TNF-alpha triggered necroptosis, primary screen, cell-based, Jurkat FADD-/-, single concentration; Jurkat FADD-/- TNF necroptosis rescue, ATP luminescence, 24 h; 0 = TNF only, 100 = no-TNF cells; activation (protection from cell death), % at 10 µM; AID 463075, 2010; 0.068% of 220,000 active;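 active means activation, meaning protection from cell death, of at least 50% relative to plate controls; inactive means activation below 50%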;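 further: necroptosis triggered by 40 ng/mL TNF-alpha added together with compound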
PPC-1+TRAIL kill – compounds killing PPC-1 cancer cells with TRAIL present, primary screen, TRAIL potentiator project, ATPLite luminescence, uHTS; PPC-1 cells + TRAIL, ATPLite viability luminescence; cell killing (% activity), % at 4 µM; 0.41% of 220,000 active; AID 1443, 2008;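 active means cell killing above 50% in the first pass at 4 µM, then a duplicate retest at 5 µM averaging 50% or more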;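 further: plate controls were cells with TRAIL plus DMSO for no effect and medium-only wells lacking cells for full effect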
FXIa inh 1536 – human FXIa protease inhibitors, primary screen, biochemical, 1536-well; purified FXIa, Boc-Glu-Ala-Arg-AMC fluorogenic substrate; Coagulation factor XI (Homo sapiens), P03951; inhibition, % at 5 µM; 0.14% of 220,000 active;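 active means inhibition of at least 40%; inactive means inhibition below 40%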;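 further: fluorescence of freed AMC excited at 355 nm; 0% = enzyme without compound and 100% = no enzyme blank; many of its hits are not listed in these tables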
FXIIa inh 1536 – human FXIIa protease inhibitors, primary screen, biochemical, 1536-well; Coagulation factor XII (Homo sapiens), P00748; purified FXIIa, Boc-QGR-AMC fluorogenic substrate, 2 h; inhibition, % at 5 µM; 0.3% of 220,000 active; in the data active means inhibition above about 40%;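 further: 0% = enzyme with no compound and 100% = blank without enzyme; many of its hits are not listed in these tables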
CHOP inh – inhibitors of CHOP promoter induction, primary screen, cell-based, unfolded protein response, luciferase reporter; CHO-K1 CHOP-promoter luciferase, tunicamycin-induced, 15-18 h; inhibition, % at 10 µM; 3.8% of 220,000 active;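 active means compounds that reduced the stress-induced luciferase reporter signal by more than about 70% of percent inhibition, limit read from the data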;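 further: 0% = tunicamycin plus vehicle and 100% = wells without tunicamycin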
Wee1 stabilizer – Wee1 degradation inhibitors, primary screen, cell-based, HeLa, Wee1K328M-luciferase, luminescence; 1.2% of 220,000 active; Wee1-like protein kinase (Homo sapiens), P30291; HeLa Luc-Wee1K328M stability; 100% = proteasome inhibitor MG132 effect; reporter increase, % at 5 µM; AID 1321, 2008;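 active means activation above the mean of all tested compounds plus 3 SD, set per screening run, cut at about 8.8% in these data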;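 further: cells exposed to compound for 20 h before luminescence read; 0% = DMSO alone and 100% = MG132 at 30 µM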
Target sequence (P30291 whole entry K328M): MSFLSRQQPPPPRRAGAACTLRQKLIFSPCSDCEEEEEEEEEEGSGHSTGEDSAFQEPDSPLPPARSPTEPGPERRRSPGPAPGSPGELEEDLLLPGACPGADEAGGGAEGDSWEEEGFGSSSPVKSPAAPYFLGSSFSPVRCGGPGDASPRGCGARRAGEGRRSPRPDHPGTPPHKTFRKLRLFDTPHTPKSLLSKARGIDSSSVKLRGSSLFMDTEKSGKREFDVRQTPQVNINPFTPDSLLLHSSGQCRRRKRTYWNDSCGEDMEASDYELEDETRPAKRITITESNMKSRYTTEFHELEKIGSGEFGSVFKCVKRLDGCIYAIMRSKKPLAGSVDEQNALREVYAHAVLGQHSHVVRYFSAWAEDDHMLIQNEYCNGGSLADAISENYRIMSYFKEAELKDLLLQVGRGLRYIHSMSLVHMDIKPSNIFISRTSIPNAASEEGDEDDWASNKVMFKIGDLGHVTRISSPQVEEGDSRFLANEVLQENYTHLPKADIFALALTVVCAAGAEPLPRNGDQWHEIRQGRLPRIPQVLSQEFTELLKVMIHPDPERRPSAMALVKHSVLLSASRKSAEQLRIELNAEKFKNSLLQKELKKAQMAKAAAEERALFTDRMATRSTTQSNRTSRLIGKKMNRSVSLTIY
EP2 antag – human EP2 receptor antagonists, primary screen, TR-FRET cAMP, C6 glioma cells. inhibition, % at 25 µM. Prostaglandin E2 receptor EP2 subtype (Homo sapiens), P43116. C6 glioma cells expressing human EP2; cells stimulated with saturating PGE2. 0.52% of 260,000 active;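 active means percent inhibition above 40 after rounding to a whole number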;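 further: rat C6 glioma host cells with rolipram phosphodiesterase inhibitor present; the protocol text gives 20 µM as final concentration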
Target sequence (P43116 whole entry, looked up): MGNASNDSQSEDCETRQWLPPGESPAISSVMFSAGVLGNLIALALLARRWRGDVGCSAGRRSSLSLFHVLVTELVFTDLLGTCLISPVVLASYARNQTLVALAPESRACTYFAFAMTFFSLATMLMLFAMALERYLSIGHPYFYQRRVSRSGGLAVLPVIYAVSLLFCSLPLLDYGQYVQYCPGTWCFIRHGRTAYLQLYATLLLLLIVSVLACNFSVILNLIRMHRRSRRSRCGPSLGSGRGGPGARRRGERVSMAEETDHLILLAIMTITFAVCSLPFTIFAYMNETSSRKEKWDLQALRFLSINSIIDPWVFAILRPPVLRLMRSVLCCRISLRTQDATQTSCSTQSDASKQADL
L929 necroptosis – inhibitors of zVAD-triggered necroptosis, primary screen, L929 cells; 0.38% of 220,000 active; AID 1377, 2008; L929 zVAD necroptosis rescue, ATP luminescence, 24 h; with zVAD 60 µM; viability rescue, % at 10 µM;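 active means activation, scaled between plate controls, above about 75%, limit read from the data; inactive means activation under that limit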;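 further: 0% = zVAD with DMSO and 100% = DMSO alone without zVAD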
TbHK1 inh – Trypanosoma brucei hexokinase 1 inhibitors, primary screen, biochemical, G6PDH-coupled NADH absorbance, MLSCN library | hexokinase 1 [Trypanosoma brucei] | recombinant TbHK1, G6PDH-coupled NADH A340 | inhibition, % at 10 µM | 0.11% of 220,000 active;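 active means inhibition of 50% or more in the single-dose primary screen; inactive means inhibition below 50%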
* = called active by the depositor; x = not tested or not shown; & = joins results of further samples. Only part of the results is shown. The share of hits here may be higher or lower than overall.

SMILES	TNF death inh	PPC-1+TRAIL kill	FXIa inh 1536	FXIIa inh 1536	CHOP inh	Wee1 stabilizer	EP2 antag	L929 necroptosis	TbHK1 inh
Cc1ccc(C(C[N+](=O)[O-])c2c(C)[nH]n(-c3ccccc3)c2=O)cc1 (stereo unspecified)	-8.4	16.7	4.5	12.5	13.2	2.1	14.4	0.1	-5.7
Cc1cccc(/N=C/c2sc3ccccc3c2O)n1	-13.5	-0.6	0.6	8.0	13.8	1.6	10.5	0.5	-9.2
CCN(CC)CC(O)c1cccn1-c1ccc(CNC(=O)NC(C)C)cc1 (stereo unspecified)	-0.3	30.5	-2.2	4.9	38.3	2.9	2.8	0.2	-2.4
Cc1cc(N2C(=O)[C@@H]3[C@H](C2=O)[C@@H]2C[C@H]3C(Br)C2Br)no1 (stereo partly specified)	2.2	6.8	9.7	5.6	17.6	3.7	16.6	0.2	-1.8
Cc1ccc2c(c1)cc(CN(Cc1cccnc1)C(=O)NCc1ccccc1)c1nnnn12	-0.8	4.4	-8.3	-4.2	25.8	-4.5	6.8	-0.2	-2.3
CC(C)Sc1n[nH]c(=O)n1-c1cccc(C(F)(F)F)c1	1.6	-21.9	0.2	3.8	-0.2	3.1	9.9	-0.5	-8.0
O=C(NCC(=O)N(c1cccnc1)C(C(=O)NC1CCCC1)c1ccco1)c1cccs1 (stereo unspecified)	-0.6	-3.8	2.4	4.5	-28.3	-1.4	x	-0.6	-3.9
CCc1ccc(Nc2nnc(SCn3nnc4ccccc4c3=O)s2)cc1	-0.5	11.5	3.3	3.9	82.5*	-2.2	8.0	0.5	-21.6
CCN1CCCC(OC(=O)c2cc(-c3ccccc3Cl)nc3ccccc23)C1 (stereo unspecified)	1.8	-7.5	3.9	13.0	47.5	1.8	5.7	-1.2	6.5
CCCCNC(=O)OCCNC(=O)Oc1cccc(C)c1	0.1	4.5	7.3	17.1	2.9	-1.1	8.9	-0.5	5.6
COc1ccc(-c2[nH]n(-c3ccc([N+](=O)[O-])cc3)c(=O)c2C=NCc2ccccc2)cc1	-1.2	8.1	4.3	9.8	-1.7	-1.8	7.8	1.2	-17.8
CCn1ncc(C2=NOC(C(=O)Nc3cccc(O)c3)C2)c1C (stereo unspecified)	-0.6	4.2	-4.8	5.2	26.5	-1.4	6.6	0.4	-5.6
Cc1ccc(NC2(C#N)C(=O)Nc3ccccc32)cc1C (stereo unspecified)	-1.8	-5.7	-2.6	0.3	14.9	-2.0	10.1	3.8	1.4
O=S(=O)(c1ccccc1)N1N=C(c2cccs2)CC1c1ccc(Br)cc1 (stereo unspecified)	-4.9	-5.3	-3.6	9.0	6.1	0.6	9.2	-0.1	-0.6
CCn1c(CNC(=O)c2cccc(C)c2)nc2ccccc21	2.0	4.2	-6.2	-0.6	23.4	2.8	11.2	0.8	-3.0
COc1ccc(C2CC(=O)N(CCCN(C)CCc3ccc(OC)c(OC)c3)C2)cc1 (stereo unspecified)	1.4	17.7	10.6	18.3	-2.7	-0.4	6.3	-1.1	13.8
COc1ccc(Nc2nc(NCc3ccco3)nc(N3CCOCC3)n2)cc1	3.9	23.7	-6.6	7.2	9.3	1.6	7.0&1.8	7.7	-4.1
COC(=O)N/N=C/c1cc(Cl)cc(Cl)c1OCc1ccccc1F	1.4	20.1	4.9	10.2	53.0	-3.8	0.6	0.6	1.4
CCN1CCN(S(=O)(=O)c2cc(C)c(OC)cc2C)CC1	-0.4	2.1	-13.3	-12.8	-26.5	2.4	6.8	0.7	1.8
CCCCOc1ccc([N+](=O)[O-])cc1C(=O)O	-0.1	5.6	-0.7	8.0	14.1	1.9	6.4	1.5	-12.0
Cc1nn(-c2ccc(C(=O)Nc3nnc(C4CC4)s3)cc2)c(C)c1Cl	-0.3	-7.5	4.5	14.0	72.9*	1.7	12.5	0.0	-4.4
CC(=O)Oc1ccccc1-n1c(C)nc(=O)c(-c2ccccc2)c1C	-1.3	-11.1	2.4	7.2	7.2	-1.7	11.4	1.0	-3.7
Cc1cc([N+](=O)[O-])nn1CC(=O)N1c2ccccc2CC1C (stereo unspecified)	3.4	5.3	2.2	7.1	14.1	-2.2	13.1	0.0	-1.3
CC1=C(C#N)C(c2ccccc2O)C(C#N)=C(C)N1	0.3	31.4	-3.6	2.4	-2.0	-0.2	11.4	5.1	-16.9
CN=C(Nc1ccc(C(=O)OC)s1)c1ccccc1	-6.9	9.9	-0.1	-3.6	-4.3	-0.1	11.0	-1.4	-21.8
CCOC(=O)/C=c1\s/c(=C\c2ccccc2OC)c(=O)n1CC(=O)N1CCOCC1	-2.1	-18.8	8.2	13.5	12.1	-1.6	13.8	-0.1	14.0
CCOC(=O)C1CCN(S(=O)(=O)c2ccc(Br)c(OCC)c2)CC1	-1.3	9.3	0.0	-2.5	87.6*	-1.1	11.3	-0.1	-10.4
O=C(COC(=O)/C(=C/c1cccs1)c1cccs1)NC(c1ccccc1)c1ccccc1	-1.2	9.1	1.7	0.0	49.6	-2.5	8.4	-1.1	7.5
COc1ccc(/C=C/C2=NNC(=O)CC2)cc1	-0.5	43.1	-1.0	6.8	-26.9	-0.1	6.6	1.6	-47.9
O=C(CCC(=O)N(CC(=O)NC1CCCCC1)Cc1ccco1)Nc1nccs1	-4.4	3.8	4.0	6.6	-6.6	-0.8	6.7	0.2	-2.5
COc1ccc(CN(CCC(c2ccccc2)C2CCOC(C)(C)C2)C(C)=O)cc1 (stereo unspecified)	1.1	5.3	19.0	19.8	4.0	1.3	4.4	-0.7	30.6
CCc1ccc(NC(=S)N2CCCCCCC2)cc1	0.3	-1.8	-3.2	-1.4	-37.0	-0.4	4.9	-0.5	-2.7
CCCOc1ccc(NC(=O)C2CC(=O)N/C(=N/N=C(C)/C=C/c3ccc(N(C)C)cc3)S2)cc1 (stereo unspecified)	0.8	18.8	-7.9	1.2	71.5*	-2.7	16.8	0.9	-14.1
CCOC(=O)CSc1nc(C)c2cc(OC)ccc2n1	0.3	7.3	2.3	9.6	-12.4	-1.4	8.9	-0.9	-7.3
CC(C)N(C(=S)Nc1cc(S(=O)(=O)N2CCOCC2)ccc1Cl)c1ccccc1	2.1	-15.0	1.2	11.6	14.3	3.4	4.7	-0.1	-0.7
COCCCNC(=O)Cn1nnc(-c2ccccc2NC(=O)c2ccc(F)cc2)n1	0.3	-7.2	9.6	4.4	-9.1	5.7	4.6	0.2	5.7
CC(C)(C)NC(=O)NC(=O)COC(=O)CCC1CCCC1	1.2	11.2	-1.6	5.0	76.7*	-2.0	4.4	0.9	-3.1
CC(=O)N/C(=C\c1ccccc1)C(=O)OCC(=O)NC(C)C12CC3CC(CC(C3)C1)C2 (stereo unspecified)	0.4	0.3	3.1	11.3	20.0	-0.2	16.7	0.5	-10.0
CCCn1c(/N=C/c2ccccc2O)nc2ccccc21	0.8	22.8	-1.1	8.6	-19.6	2.9	9.8	0.8	4.0
NNC(=O)C1CC1c1ccccc1 (stereo unspecified)	1.0	-9.9	10.4	21.4	-7.7	0.6	5.1	1.3	6.1

Grouped by structure: those above with an aryl thioether with sulfur outside any ring
SMILES	TNF death inh	PPC-1+TRAIL kill	FXIa inh 1536	FXIIa inh 1536	CHOP inh	Wee1 stabilizer	EP2 antag	L929 necroptosis	TbHK1 inh
CC(C)Sc1n[nH]c(=O)n1-c1cccc(C(F)(F)F)c1	1.6	-21.9	0.2	3.8	-0.2	3.1	9.9	-0.5	-8.0
CCc1ccc(Nc2nnc(SCn3nnc4ccccc4c3=O)s2)cc1	-0.5	11.5	3.3	3.9	82.5*	-2.2	8.0	0.5	-21.6
CCOC(=O)CSc1nc(C)c2cc(OC)ccc2n1	0.3	7.3	2.3	9.6	-12.4	-1.4	8.9	-0.9	-7.3

(continued)
SMILES	TNF death inh	PPC-1+TRAIL kill	FXIa inh 1536	FXIIa inh 1536	CHOP inh	Wee1 stabilizer	EP2 antag	L929 necroptosis	TbHK1 inh
COc1ccc(NC(=O)C2CCCCN2CC(=O)OCc2ccccc2)cc1OC (stereo unspecified)	1.0	2.7	4.9	13.9	-23.2	1.4	8.4&11.5	-0.2	24.3
COc1ccc(S(=O)(=O)N2CN(CCc3ccc(OC)c(OC)c3)c3nc4ccccc4nc32)cc1	3.5	-16.5	9.9	6.4	-0.7	3.8	8.4	0.3	-6.4
COc1ccc(C(C(=O)NC(C)(C)C)N(C(=O)CNC(=O)c2cccs2)c2ccc(NC(C)=O)cc2)cc1OC (stereo unspecified)	1.2	11.2	-5.6	-1.6	42.2	-3.3	2.8	-0.4	-1.9
CCOC(=O)Cc1csc(NC(=S)NC(=O)c2ccc([N+](=O)[O-])cc2)n1	0.1	33.6	2.0	11.2	38.0	-1.9	9.5	0.9	33.2
N#CCC(=O)Nc1ncc(Cc2ccccc2Cl)s1	-12.0	14.6	2.3	-0.3	17.8	-2.1	16.1&10.8	0.3	-2.3
O=C(N/N=C/c1ccc(OC(=O)c2ccccc2)cc1)c1ccc(CN2CCOCC2)cc1	-4.0	22.6	6.7	14.2	71.3*	-3.0	12.8	0.3	-4.7
COc1cc(/C=C/CN2CCN(Cc3ccc(C)o3)C(CCO)C2)ccc1O (stereo unspecified)	0.2	-14.2	-5.6	2.3	25.2	-1.6	5.3	-0.9	-9.8
O=C1C2CCCCC2C(=O)N1c1ccc(NC2CCN(Cc3ccccc3)CC2)c([N+](=O)[O-])c1 (stereo unspecified)	3.6	-4.5	-3.4	2.2	14.5	0.8	4.6	0.6	0.0
O=C(N=Nc1c(O)[nH]c2ccccc12)c1cc(-c2ccc(F)cc2)n[nH]1	2.1	39.9	-4.7	8.7	28.2	-0.2	8.3	7.8	-11.7
CC(=O)OC[C@H]1O[C@@H](O/N=C/[C@@H](C)[C@H](OCc2ccccc2)C(C)C)[C@H](OC(C)=O)[C@@H](OC(C)=O)[C@@H]1OC(C)=O	0.4	35.0	0.7	14.9	6.3	-1.0	x	-0.6	-13.6
COCCCNC(=S)Nc1ccccc1[N+](=O)[O-]	-1.7	12.4	-2.7	6.1	-0.4	4.6	6.8	-0.9	-3.7
Cc1ccccc1-c1ccc(Nc2ccc(C(=O)N3CCOCC3)cc2)nn1	1.1	14.1	8.0	20.7	46.4	-1.4	10.8	7.6	-19.6
CC(C)n1c(NCc2ccc(N(C)C)cc2)nc2ccccc21	-0.1	24.6	9.0	15.2	-55.8	3.0	23.2	-0.3	9.3
CC(C)(C)NC(=S)NC1CC1	-0.1	3.9	4.2	10.5	4.8	-2.7	11.8	0.9	-2.5
Cc1cccc(Sc2c([N+](=O)[O-])ncn2C)c1	-4.4	14.0	1.1	14.9	-19.3	1.5	6.4	-0.3	-1.7
CCOC(=O)C1CCN(S(=O)(=O)c2ccc(C)cc2)CC1	5.3	-2.9	0.0	7.0	8.0	1.1	7.2	0.3	3.1
Cc1ccc(N2C(=O)CSC2=S)cc1C	-1.3	-3.1	-5.1	11.7	4.7	2.4	6.0	0.5	-2.2
CC(C)(C)OC(=O)NC(Cc1ccccc1)C(=O)NCCCC(=O)O (stereo unspecified)	0.9	27.4	-0.1	5.6	5.5	-2.6	1.4	-0.7	-6.9

Compound activity deposited in PubChem by several laboratories.
